# RNase H inhibition: RNase H inhibition, HIV 1 Gag Pol polyprotein, FRET biochemical assay, screening (AID 372) | 100,000 tested, 0.77% active | inhibition, % at 10 µM; hits with a dose series show IC50 in µM | HIV-1 RT RNase H, FRET RNA/DNA substrate fluorescence; higher % means a stronger effect; in the data active = inhibition above about 50%
# * marks the source's active call; other numbers are inactive results; & = joins results of further samples.
SMILES,RNase H inhibition
O=C(CN(Cc1ccccc1)S(=O)(=O)c1ccccc1)Nc1ccc(Cl)c(Cl)c1,14.0%
COC(=O)c1ccccc1NC(=O)C(c1ccccc1)c1ccccc1,18.0%
O=C(Cc1ccc(Cl)cc1)Nc1ccc2oc(-c3ccc(Cl)cc3)nc2c1,29.0%
O=C(Nc1ccccc1C(=O)Nc1ccc(Br)cc1)c1ccccc1,10.0%
CCOC(=O)C(CCCCOc1ccc(C)c(C)c1)C(=O)OCC,9.0%
Cc1ccccc1C(=O)Nc1ccc2nc(SCC(=O)N3CCOCC3)sc2c1,8.0%
CCc1cc(CC)c(/C=N/O)c(CC)c1/C=N/O,0.0%
O=C(CSc1nnc(SCC(=O)c2ccc(F)cc2)n1-c1ccccc1)c1ccc(F)cc1,0.0%
O=C(c1cccc([N+](=O)[O-])c1)N1CCN(c2cccc(C(F)(F)F)c2)CC1,2.0%
CCOC(=O)c1c(NC(=O)C(Cc2ccccc2)N2C(=O)c3ccccc3C2=O)sc(C(C)=O)c1C (centres undefined),9.0%
C#CCOc1c(I)cc(I)cc1/C=N/NC(=O)Cn1nnc(-c2ccccc2Cl)n1,35.0%
O=C(Cc1nnc(NC(=O)Nc2ccccc2)s1)N/N=C\c1cc2c(cc1Br)OCO2,19.0%
O=C(CSc1nc2ccccc2c(=O)[nH]1)c1ccc(O)c(O)c1,47.0%
COc1ccc(Br)cc1/C=C\C(=O)Nc1ccc([N+](=O)[O-])cc1OC,12.0%
COC(=O)CSc1nc(N)c2c3c(sc2n1)CC(C(C)(C)C)CC3 (centres undefined),23.0%
CCOC(=O)COc1ccc(/C=C2\C(=O)NC(=S)N(c3ccc(Br)cc3)C2=O)cc1OC,12.0%
CCOC(=O)C1=C(C)N=c2s/c(=C\c3ccc(OCc4cccc5ccccc45)c(OC)c3)c(=O)n2C1c1ccc(Cl)cc1 (centres undefined),0.0%
C1CCCC(N2CCC(N3CCCCC3)CC2)CC1,2.0%
CCOC(=O)c1c(NC(=O)c2cccs2)sc(C(=O)Nc2cccc(Cl)c2C)c1C,8.0%
COc1ccccc1N(C)S(=O)(=O)c1ccc(Cl)cc1,5.0%
CCc1nccn1S(=O)(=O)c1cc(Cl)ccc1OC,0.0%
O=C1NCCN/C1=C/C(=O)c1ccc([N+](=O)[O-])cc1,5.0%
NC1=C(N2CCCCC2)C(=O)c2ccccc2C1=O,21.0%
CCOC(=O)C(O)C1CCc2c([nH]c3ccc(C)cc23)C1=O (centres undefined),1.0%
O=C(Nc1nc(-c2ccc(Cl)cc2)cs1)c1cccc([N+](=O)[O-])c1,10.0%
COc1ccc(-c2nnc(Nc3ccc(O)cc3)c3ccccc23)cc1,12.0%
Cc1ccc(N=Nc2c(C)[nH]n(-c3nc(-c4ccccc4)cs3)c2=O)cc1[N+](=O)[O-],1.0%
CCCC(C(=O)O)P(=O)(c1ccccc1)c1ccccc1 (centres undefined),8.0%
Cc1ccc2nc(-c3cc(N)ccc3Cl)oc2c1,6.0%
CCOC(=O)C1=C(C)NC(SC)=NC1c1ccc(OC)cc1 (centres undefined),4.0%
Oc1c(Br)cc(Br)cc1/C=N/Nc1nc2ccccc2[nH]1,6.0%
COc1ccccc1C/C(N)=N/OC(=O)COc1ccccc1C,13.0%
CC(=O)NS(=O)(=O)c1ccc(NC(=O)c2ccccc2OC(C)=O)cc1,5.0%
COc1cc(C)ccc1OCCCOc1ccc(Cl)c2ccccc12,22.0%
O=C(COc1ccccc1)Nc1cccc2nsnc12,5.0%
O=C(COc1ccc(Cl)cc1)Nc1ccc2oc(-c3c(F)c(F)c(F)c(F)c3F)nc2c1,4.0%
Cc1cccc(-n2c(C)cc(/C=C(/C#N)C(=O)Nc3ccc(Cl)cc3)c2C)c1,7.0%
CCCOc1ccc2c(CCC)cc(=O)oc2c1C,11.0%
CCOC(=O)C1=C(C)N=c2s/c(=C\c3c(C)[nH]c4ccccc34)c(=O)n2C1c1ccc(Cl)cc1 (centres undefined),15.0%
CC1CCCN(C(=O)/C=C/c2ccccc2)C1 (centres undefined),27.0%
COc1ccc(/C=N/NC(=O)c2ccc(O)cc2O)cc1COc1cc(C)c(Cl)c(C)c1,0.0%
Cc1ccc2ccc(S(=O)(=O)NCc3cccnc3)cc2c1,6.0%
COc1ccc(C(=O)NC(=S)Nc2ccc(I)cc2)cc1,1.0%
CCCOC(=O)c1ccc(OC(=O)c2ccco2)cc1,7.0%
CCOC(=O)NC(Nc1ccccn1)(C(F)(F)F)C(F)(F)F,1.0%
OC(CN1CCOCC1)c1ccc(Br)cc1 (centres undefined),9.0%
O=C(CSCc1cccc(Br)c1)Nc1cccc(Cl)c1,15.0%
Cc1c(NC(=O)CN(c2cccc(Cl)c2)S(=O)(=O)c2ccccc2)c(=O)n(-c2ccccc2)n1C,0.0%
COc1ccc(C(=O)/C=C/Nc2ccc(S(=O)(=O)N=C(N)N)cc2)c(OC)c1,6.0%
CC1=NN(c2ccccc2)C(=O)C1C(c1ccc([N+](=O)[O-])cc1)C1C(=O)N(c2ccccc2)N=C1C (centres undefined),4.0%

# (cont.)
SMILES,RNase H inhibition
CC(=O)N(c1ccc(Cl)cc1)S(=O)(=O)c1ccc(Cl)cc1,8.0%
COc1cc(-c2nc3ccc4ccccc4c3c3c2CCC3)cc(OC)c1OC,8.0%
O=c1oc(-c2ccc(Oc3ccc([N+](=O)[O-])cc3)cc2)nc2ccccc12,5.0%
CS(=O)(=O)N(CC(=O)Nc1ccccc1Cl)c1ccc(Oc2ccccc2)cc1,11.0%
CC1C(=O)CC(c2ccccc2)N(C)C1c1ccccc1 (centres undefined),21.0%
Cc1cc(C)cc(N(CC(=O)NCc2ccccc2C)S(C)(=O)=O)c1,8.0%
CCNC(=S)N1CCN(c2ccccc2OC)CC1,7.0%
CCOC(=O)C1=C(C)N=c2s/c(=C\c3ccccc3OCc3ccccc3Cl)c(=O)n2C1c1ccc(N(C)C)cc1 (centres undefined),0.0%
CC1(C)CC(=O)C(C(c2ccc(F)cc2)C2C(=O)CC(C)(C)CC2=O)C(=O)C1,0.0%
Cc1ccc(S(=O)(=O)N(CC(=O)NC2CC2)c2cccc(Br)c2)cc1,12.0%
CC(C)(C)NC(=O)c1cccc2ccccc12,7.0%
O=C(Nc1ccc(Cl)c(Cl)c1)c1ccc(Cl)cc1Cl,14.0%
CCC(=O)N1c2ccccc2NC2=C(C(=O)CC(C)(C)C2)C1c1ccc(Cl)cc1 (centres undefined),19.0%
O=C(Cn1nnc2ccccc21)c1ccc([N+](=O)[O-])cc1,10.0%
CCCC(=O)Nc1ccc(NC(=O)c2ccc(Br)o2)cc1,1.0%
COc1ccccc1/C=N/Nc1cc(N2CCCCC2)nc(N2CCCCC2)n1,3.0%
Cc1cc(N2CCNCC2)n2c(nc3ccccc32)c1C#N,20.0%
C/C(=N\N=C(/N)SC1CC(=O)N(c2ccc(C(=O)O)cc2)C1=O)c1ccc(C)cc1 (centres undefined),3.0%&5.0%
O=C(O)c1ccc(CNC(=O)C2C3CCC(C3)C2C(=O)O)cc1 (centres undefined),2.0%
COC(=O)C1=C(C(=O)OC)SC(=C2C(=S)C(C)(C)Nc3cc(C)c(C)cc32)S1,13.0%
O=C(O)CN1C(=O)/C(=C/c2cccc(OCc3ccccc3Cl)c2)SC1=S,22.0%
CC(=O)/C(C(N)=NC(=O)c1ccccc1)=C(/O)c1ccccc1,0.0%
O=C(NCCCn1ccnc1)c1cnn2c(C(F)(F)F)cc(-c3ccc(Br)cc3)nc12,0.0%
N#CC(C#N)=C1CCCc2ccccc2N1,0.0%
CCOC(=O)C1=C(C)N=c2s/c(=C\c3cccs3)c(=O)n2C1c1cccc(OC)c1 (centres undefined),5.0%
COc1ccc(NS(=O)(=O)c2ccc(NC(NC(=O)OC(C)C)(C(F)(F)F)C(F)(F)F)cc2)nn1,9.0%
COc1ccccc1C(=O)NNC(=O)c1ccc([N+](=O)[O-])cc1,5.0%
O=C1C2C3C=CC(C4CC34)C2C(=O)N1c1cc(Cl)cc(Cl)c1 (centres undefined),8.0%
S=C1NC2(CCCC2)NN1c1ccccc1,12.0%
Cc1cc(O)ccc1N=Cc1cc(I)cc(I)c1O,12.0%

# A draw from above in order of count of non-hydrogen atoms, smallest number first.
SMILES,RNase H inhibition
N#CC(C#N)=C1CCCc2ccccc2N1,0.0%
CC(C)(C)NC(=O)c1cccc2ccccc12,7.0%
O=C(Nc1ccc(Cl)c(Cl)c1)c1ccc(Cl)cc1Cl,14.0%
O=C(Cn1nnc2ccccc21)c1ccc([N+](=O)[O-])cc1,10.0%
Cc1cc(N2CCNCC2)n2c(nc3ccccc32)c1C#N,20.0%
COc1ccccc1C(=O)NNC(=O)c1ccc([N+](=O)[O-])cc1,5.0%
O=C(O)CN1C(=O)/C(=C/c2cccc(OCc3ccccc3Cl)c2)SC1=S,22.0%
COC(=O)C1=C(C(=O)OC)SC(=C2C(=S)C(C)(C)Nc3cc(C)c(C)cc32)S1,13.0%
COc1ccccc1/C=N/Nc1cc(N2CCCCC2)nc(N2CCCCC2)n1,3.0%
C/C(=N\N=C(/N)SC1CC(=O)N(c2ccc(C(=O)O)cc2)C1=O)c1ccc(C)cc1 (centres undefined),3.0%&5.0%
O=C(NCCCn1ccnc1)c1cnn2c(C(F)(F)F)cc(-c3ccc(Br)cc3)nc12,0.0%
COc1ccc(NS(=O)(=O)c2ccc(NC(NC(=O)OC(C)C)(C(F)(F)F)C(F)(F)F)cc2)nn1,9.0%

# The list goes on:
SMILES,RNase H inhibition
Cc1cc(NC(=O)CCCOc2ccc(Cl)cc2Cl)no1,0.0%
C=C(C)CN1CCN(S(=O)(=O)c2ccc3c(c2)Cc2cc(S(=O)(=O)N4CCN(CC(=C)C)CC4)ccc2-3)CC1,12.0%
COC(=O)c1c(NC(=O)/C(C#N)=C\c2ccc(-c3cccc(C(F)(F)F)c3)o2)sc2c1CCCC2,9.0%
CC1=C(C(=O)OCCc2ccccc2)C(c2c(F)cccc2Cl)CC(=O)N1 (centres undefined),17.0%
COC(=O)CCC(=O)NCCc1c[nH]c2ccc(OC)cc12,11.0%
COc1cc2c(cc1OC)CN(C/C(C)=C/c1ccccc1)CC2,9.0%
O=C(N/N=C\c1cc(Br)ccc1F)c1ccc(=O)[nH]n1,0.0%
CCOc1ccc(N2C(=O)C(=O)/C(=C(\O)c3ccccc3)C2c2ccc(F)cc2)cc1 (centres undefined),5.0%
COc1cc(C(=O)N2CCN(C3CC4CCC3C4)CC2)cc(OC)c1OC (centres undefined),9.0%
CCOc1ccc(NC(=O)c2ccc(C#Cc3ccccc3)cc2)cc1,32.0%
CC(C)NC(=O)CN(c1ccc(Oc2ccccc2)cc1)S(C)(=O)=O,7.0%
O=S1(=O)N=C(Oc2ccc3ccccc3c2)c2ccccc21,1.0%
NC1=NC2(CCCCC2)N=C(Nc2ccc(Cl)cc2)N1,12.0%
CC(=O)c1c(C)oc2ccc(OC(=O)c3cccc(Cl)c3)cc12,15.0%
COc1ccc(CNC(=O)c2cccc(C)c2)cc1,15.0%
CCCOc1cccc(C(=O)Nc2cc(NC(=O)c3cccc(OCCC)c3)cc(C(=O)O)c2)c1,9.0%
COc1cc(NS(=O)(=O)c2ccc(Nc3nc(-c4cccnc4)cs3)cc2)nc(OC)n1,3.0%
O=C(O)c1ccc(N=Cc2ccc([N+](=O)[O-])s2)cc1,3.0%
CCOC(=O)C1=C(c2ccccc2)N=c2s/c(=C\c3cccnc3)c(=O)n2C1c1cccc(OC)c1OC (centres undefined),27.0%
Cc1ccc(-c2cc(C(=O)Nc3ccncc3)c3ccccc3n2)cc1C,23.0%
CCOc1ccccc1NC(=O)CSc1nc2ccccc2o1,12.0%
CC(=O)C(=Nc1ccc(C)cc1C)NNc1ccc(Cl)c(C(N)=O)c1,11.0%
CN1C(=O)C(=Cc2ccccc2OCc2ccc(C(=O)O)cc2)C(=O)N(C)C1=S,5.0%
C=CCNC(=O)C(=O)Nc1ccc(Br)cc1,3.0%
COc1cc(/C=N/n2cnnc2)ccc1OC(=O)c1ccco1,0.0%
Cc1ccccc1-c1nc2cc(NC(=S)NC(=O)c3cccs3)ccc2o1,14.0%
CCN(CC)CCN1C(=O)C(O)=C(C(=O)/C=C/c2ccccc2)C1c1ccc(OC)cc1 (centres undefined),5.0%
CCOC(=O)C(Sc1n[nH]c(=O)[nH]c1=O)c1ccccc1 (centres undefined),1.0%
CC(C)(C)c1ccc(OCCCCN2CCCC2)cc1,1.0%
O=C(c1ccc(N2CCN(C(=O)c3ccccc3Br)CC2)cc1)c1cccc(F)c1,16.0%
COC(=O)c1c(NC(C)=O)sc(/C(C)=C/C#N)c1C,19.0%
Cc1ccc(C(=O)CSc2nc(N)c(C#N)c(-c3ccc(O)cc3)c2C#N)cc1,47.0%
Brc1ccc2nc(N3CCNCC3)nc(-c3ccccc3)c2c1,28.0%
COc1ccc(Br)cc1CN1CCc2ccccc2C1,10.0%
Cc1cc(I)ccc1NC(=O)C1CC2CCC1C2 (centres undefined),7.0%
C/C(CC(C)(C)c1ccccc1)=N\NC(N)=O,0.0%
COc1cc(C=O)ccc1OCCOc1cc(Cl)ccc1Cl,44.0%
Cc1ccc(N(CC(=O)Nc2cccc(Cl)c2)S(=O)(=O)c2ccc(F)cc2)cc1,16.0%
CC(=O)Nc1ccc2c(c1)C1C=CCC1C(c1ccc(Br)cc1)N2 (centres undefined),32.0%
C=CCc1cc(/C=N\NS(=O)(=O)c2ccc3ccccc3c2)cc(OCC)c1O,20.0%
O=C(O)c1cccc(N2C(=O)c3ccc(Br)cc3C2=O)c1,1.0%
O=C(NCCc1ccc(Cl)cc1)C(=O)NCc1ccccc1,8.0%
CN(C)Cc1c(O)ccc2c1c(-c1ccccc1)nn2-c1ccccc1,12.0%
CSc1ccc(-c2nc(-c3ccccc3)c(-c3ccc(C(=O)c4ccc(F)cc4)cc3)[nH]2)cc1,19.0%
CCOc1ccccc1NC(=O)C1C(C(=O)O)C2C=CC1C21CC1 (centres undefined),0.0%

# Some of the compounds tested, so the mix of outcomes need not match the whole.
